High-throughput results: PubChem BioAssay, National Center for Advancing Translational Sciences (NCATS)
N370S GC – inhibitors or activators of N370S glucocerebrosidase for Gaucher disease; P04062; N370S GC spleen homogenate, 4MU-glucoside fluorescence; Potency, µM (highest dose often 59.4 µM), for inactives: at the top dose activity change, negative = inhibition, hits mostly inhibitors; 0.092% of 330,000 active; AID 2101;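 also: 0% = full enzyme activity and -100% = no enzyme basal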
TDP1 inh – TDP1 (human) enzyme inhibition | Q9NUW8 | recombinant TDP1, AlphaScreen DNA substrate cleavage | Potency, µM (top dose mostly 130 µM), without a hit: at the highest dose activity change, negative = inhibition, usual class: inhibitors | 0.28% of 350,000 active | AID 485290; also: nearly all actives have a fitted effect of over 40% in size
Target sequence (Q9NUW8 whole entry, looked up): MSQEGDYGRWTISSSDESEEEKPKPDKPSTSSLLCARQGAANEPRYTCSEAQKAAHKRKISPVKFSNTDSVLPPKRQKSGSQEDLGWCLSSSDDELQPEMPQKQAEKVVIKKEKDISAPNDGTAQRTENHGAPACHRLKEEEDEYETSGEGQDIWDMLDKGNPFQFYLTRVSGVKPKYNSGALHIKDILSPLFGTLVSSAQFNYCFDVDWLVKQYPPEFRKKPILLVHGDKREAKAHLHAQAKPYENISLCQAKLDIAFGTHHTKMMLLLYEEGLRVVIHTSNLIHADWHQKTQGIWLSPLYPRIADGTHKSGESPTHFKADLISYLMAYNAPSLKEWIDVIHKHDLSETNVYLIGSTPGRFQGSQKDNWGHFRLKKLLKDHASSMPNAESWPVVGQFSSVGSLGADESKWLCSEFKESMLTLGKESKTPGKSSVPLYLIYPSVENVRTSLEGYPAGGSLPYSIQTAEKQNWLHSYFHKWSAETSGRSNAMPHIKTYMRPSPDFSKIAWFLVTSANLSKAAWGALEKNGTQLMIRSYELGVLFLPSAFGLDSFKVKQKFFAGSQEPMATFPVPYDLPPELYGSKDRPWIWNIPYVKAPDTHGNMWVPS
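Tdp1 1 nM final; 15 min RT w/ cpd; substrate 15 nM, 5 min; beads 10 ug/ml, 10 min; AlphaScreen read. Neg ctrl: no enzyme.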
TDP1 cell noCPT – qHTS for Inhibitors of human tyrosyl-DNA phosphodiesterase 1 (TDP1): qHTS in cells in absence of CPT | DT40 Tdp1-/- hTDP1 cells, no CPT, ATP luminescence, 48 h | Potency, µM (highest dose often 46.2 µM), without a hit: top-dose activity change, negative = growth inhibition, actives largely listed as inhibitors | 15% of 420,000 active; also: nearly all actives have a fitted effect of over 55% in size
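Growth kinetics read by CellTiter-Glo luminescence after ≥48 hr at 37 °C. Cells: DT40 Tdp1-/- stably carrying human TDP1, 400 per well, compound exposure in the absence of CPT (DMSO vehicle).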
Numbers without * were called inactive; ? = inconclusive; . = no result given; & = joins results of further samples; [ ] = another dose, or the depositor's remark. Calls follow the shape of the dose curve; as a rule, active = well fitted curve in the direction sought with a large enough effect; inconclusive = small, poorly fitted or top-dose-only effect, or another doubt; inactive = no such curve, though single readings can be large; an effect the other way counts as inactive or inconclusive. Unless noted, % is scaled to controls: 0 for no effect and ±100 for the full control effect; potency is read from the fitted curve at half-maximal effect. Not all compounds are listed, so the mix of outcomes need not match the whole.

SMILES	N370S GC	TDP1 inh	TDP1 cell noCPT
COc1cccc(Cn2nnc(C(=O)NCc3ccc4c(c3)OCO4)c2N)c1	8%	2%	-7%
Nc1nc(-c2ccco2)nn1S(=O)(=O)c1ccccc1	-13%	0%	-2%
COc1ccc(CCNC(=O)c2ccccc2OCc2ccccc2)cc1	18%	-6%	?
CN(c1ccccc1)S(=O)(=O)c1ccc(C(=O)N2CCN(c3ccccc3Cl)CC2)cc1	.	2%	21µM*
CCC(C)NC(=O)CSc1ccc(S(=O)(=O)N2CCN(Cc3ccccc3)CC2)cn1 (stereo not given)	.	2%	29µM*
Cc1ccc(NC(=O)CCN2C(=O)NC3(CCCC3)C2=O)cc1S(=O)(=O)N1CCOCC1	.	0%	1%
CCC(C)c1cc([N+](=O)[O-])cc([N+](=O)[O-])c1OC(C)=O (stereo not given)	0%	6%	.
CC(=O)NCCC(Cc1ccccc1)c1ccco1 (stereo not given)	16%	5%	-6%
Cc1ccc(Cl)cc1N1CCN(C(=O)C2CCN(S(=O)(=O)c3cccc4nonc34)CC2)CC1	.	-1%	7.3µM*
CCC(C)NC(=O)CSc1nc2n[nH]c(C)c2c(=N)n1-c1ccc(C)c(Cl)c1 (stereo not given)	.	1%	1.6µM*
COc1ccc(CCNC(=O)C(Sc2ccccn2)c2ccccc2)cc1OC (stereo not given)	5%	8%	?
O=C(N=C1SC2CS(=O)(=O)CC2N1c1cccc(Cl)c1Cl)C1CC1 (stereo not given)	-12%	1%	-3%
CC(=O)c1cccc(NC(=O)c2noc3c2CC(C)CC3)c1 (stereo not given)	.	2%	-22%
Cc1ccccc1Nc1nc(NCc2ccco2)c2ccccc2n1	20µM*	11%	3.7µM*
CC(C)n1ncc(C(N)=O)c1N	-8%	0%	-6%
O=C(Nc1ccc(F)c(Cl)c1)c1cc(S(=O)(=O)N2CCc3ccccc3C2)ccc1F	.	-3%	?
CC(=O)N1CCN(C(=O)c2cc3ccccc3o2)CC1	-2%	-6%	-11%
Cc1ccc(NC(=O)CCS(=O)(=O)c2ccc3c(c2)oc(=O)n3C)c(Br)c1	.	0%	-7%
CCN(CCN(C)C)C(=O)c1ccc2c(c1NCCO)C(=O)c1ccccc1C2=O	?	10%	23µM*
CCCC(NC(=O)COc1cc2c(c3oc(=O)cc(C)c13)CCC(C)(C)O2)C(=O)O (stereo not given)	4%	.	3%
Cn1ccc(=Nc2ccc(NC(=O)c3ccc(N=c4ccn(C)c5ccc([N+](=O)[O-])cc45)cc3)cc2)cc1	10%	-1%	3.7µM*
CC(Sc1ncnc2ccccc12)C(=O)Nc1ccc2c(c1)OCO2 (stereo not given)	18%	7%	?
COCC(=O)NC1CCN(C(=O)Nc2ccc(Br)cc2)CC1	8%	7%	-3%
CCc1nnc(NC(=O)CSc2nnc(-c3ccco3)n2C)s1	4%	4%	-1%
CSCCC(NC(=O)c1ccc(Cl)cc1Cl)C(=O)OC1CCCCC1=O (stereo not given)	-14%	0%	-3%
NC(=O)C1CCN(C(=O)COc2ccc3ccc(=O)oc3c2)CC1	15%	.	-3%
O=[N+]([O-])c1ccc(N2CCCCC2)cn1	-3%	4%	8%
COCCn1c(C)cc(/C=C2/SC(=O)N(CC(=O)N3CCCC3)C2=O)c1C	-3%	0%[0.0935 µM]	1%
CC1CCN(c2nc(-c3ccco3)c3c(c2C#N)CC(C)(C)OC3)CC1	22%	-7%	?
COc1cc(C(=O)Nc2cc(OC)c(OC)c(OC)c2)ccc1OCc1c(C)noc1C	.	2%	?
Cc1cnn(CCC(=O)NNC(=S)Nc2ccc(F)cc2)c1	-9%	2%	-12%
COc1ccccc1NC(=S)N(CCCN1CCOCC1)Cc1ccccn1	5%	5%	-2%
N#Cc1cccc(NC(=O)CCn2ccnc2)c1	8%	4%	2%
CCOC(=O)N1CCN(C(c2ccc(C(C)C)cc2)c2sc3nc(C)nn3c2O)CC1 (stereo not given)	-3%	7%	?
CCOc1ccccc1-n1c(SCC(N)=O)nnc1-c1cccnc1	0%	2%	1%
O=C(O)c1ccc(NC(=O)C2CCCCC2)cc1	2%	1%	-7%
CCOC(=O)N1CCC(n2c(SCC(=O)OCc3ccccc3)nc3ccsc3c2=O)CC1	13%	1%	-22%
CC(=O)c1ccc(NC(=O)COC(=O)CCC2CCCC2)cc1	.	-6%	-10%
S=C(NCc1cccc(Cl)c1)NCc1ccco1	-5%	4%	10%
O=C1CCCN2N=C(SCC(=O)Nc3nccs3)SC2=N1	-6%	45µM*	-10%
CCOC(=O)c1ccc(NC(=O)CSc2nc3c(c(=O)[nH]2)CN(Cc2ccccc2)CC3)cc1	.	0%	?
COc1cc(S(=O)(=O)NCCCN2CCOCC2)ccc1-n1cnnn1	1%	-12%	-13%
O=C(C1CC(c2ccc(F)cc2)=NO1)N1CCc2ccccc2C1 (stereo not given)	1%	-3%	-17%
CCCNc1nc(Cl)nc(NCc2cccnc2)n1	-2%	.	?
CSc1ccc(NC(=O)NCCCN2CCC(Cc3ccccc3)CC2)cc1	?	.	23µM*
Cc1nc2ccc(S(=O)(=O)NCC(=O)NCCN3CCCCC3C)cc2s1 (stereo not given)	-12%	4%	-9%
Cc1ccc2c(c1)N(CC(=O)NC1CCCC1)C(=O)c1cccnc1O2	-13%	.	2%
Cc1nc2c(c(=O)c3ccccc3n2C)c(=O)n1C1CCCCCC1	25%	.	-9%
CCOC(=O)C1CCCN(C(=O)c2ccc(C)cc2O)C1 (stereo not given)	-4%	6%	-20%
COc1cc(C(=O)Nc2ccc(S(=O)(=O)N3CCc4ccccc43)cc2)cc(OC)c1OC	0%	4%	16µM*
CC(C)OCCCNC(=O)c1cccs1	0%	-2%	3%
COc1ccc(S(=O)(=O)N2CCOCC2)cc1NC(=O)COC(=O)CCOc1ccc(C)cc1	-13%	.	-19%
CCOC(=O)C1=C(CN2CCN(c3ccc(OC)cc3)CC2)NC(=O)NC1c1ccc(OC)cc1 (stereo not given)	.	10%	?
Cc1cc(C)cc(Nc2ncnc3nc[nH]c23)c1	2%	.	-25%
Cc1n[nH]c(=S)c2nn(-c3cccc(Cl)c3)c(C)c12	9%	3%	.
CCOc1ccc(C(=O)Nc2cc(C)on2)cc1OCC	1%	-3%	-20%
O=C(NCCN1CCN(c2ccccc2Cl)CC1)Nc1ccccc1	-2%	.	?
CC(C)Cc1ccc(S(=O)(=O)NCc2nc3cccnc3n2Cc2ccccc2)cc1	.	3%	18µM*
COC(=O)CCCC(=O)NC1CCCN(C2Cc3ccccc3C2)C1 (stereo not given)	-6%	.	9%
COc1ccc(Br)c(C(=O)Nc2nc3ccccc3[nH]2)c1	-5%	.	5.2µM*

Compound profiles, as listed above:
CC(C)Cc1ccc(S(=O)(=O)NCc2nc3cccnc3n2Cc2ccccc2)cc1 is listed with N370S GC: .; TDP1 inh: 3%; TDP1 cell noCPT: 18µM*
CCOc1ccccc1-n1c(SCC(N)=O)nnc1-c1cccnc1 is listed with N370S GC: 0%; TDP1 inh: 2%; TDP1 cell noCPT: 1%
Cc1ccc2c(c1)N(CC(=O)NC1CCCC1)C(=O)c1cccnc1O2 is listed with N370S GC: -13%; TDP1 inh: .; TDP1 cell noCPT: 2%

The list continues:
SMILES	N370S GC	TDP1 inh	TDP1 cell noCPT
N#Cc1c(C(F)(F)F)cc(C2CC2)[nH]c1=O	?	0%	-6%
COC(=O)CCC(=O)OC1(C)C(=O)C=C2C=C(C3CC3)N(C3CCCC3)C=C2C1=O (stereo not given)	5%[12.8 µM]	17%[12.3 µM]	-2%
O=C(OCN1C(=O)c2ccccc2C1=O)c1cccs1	4%	2%	?
COC(=O)[C@H](CCSC)NC(=O)NCc1ccccn1	-1%	-2%	-2%
CCOC(=O)c1ccc(NC(=O)CSc2nc(=O)n3cccc(C)c3n2)cc1	3%	-3%	13µM*
Cc1ccc(C)c(NC(=O)Cn2cc(C(=O)c3cccs3)c3ccccc32)c1	.	2%	21µM*
Cn1cccc1C1(C(F)(F)F)NCCNC1=O (stereo not given)	-3%	1%	3%
Cc1ccc(NC(=O)/C(=C/c2cccc(Br)c2)NC(=O)c2ccco2)cc1	14%	3%	-15%
CCOC(=O)N1CCN(C(=O)CCc2ccc(S(=O)(=O)NC(C)C)cc2)CC1	0%	2%	0%
O=C(O)c1ccccc1NCc1ccncc1	10%	1%	11%
COc1cccc(CNC(=O)CCCn2nc(C)c3c(C)n(-c4ccc(C)cc4)nc3c2=O)c1OC	-10%	0%&-3%	?
CC(C)N1CCC(=NNc2ccc([N+](=O)[O-])cc2S(=O)(=O)N2CCOCC2)CC1	-4%	2%	?
Cc1ccc2oc(-c3cccc(NC(=O)/C=C/c4cccc([N+](=O)[O-])c4)c3C)nc2c1	-7%	-5%	?
CCOc1cc(-c2nnc(SCC(=O)NCCCOC)nc2-c2ccc(OC)c(OCC)c2)ccc1OC	.	0%	?
CN(C)c1ccnc2c[cH-]cc12.[Fe].c1ccc(-[c-]2[c-](-c3ccccc3)[c-](-c3ccccc3)[c-](-c3ccccc3)[c-]2-c2ccccc2)cc1 (stereo not given)	-3%&1%	9%&11%	3.7µM*
COc1cc(NC(=S)Nc2cccnc2)cc(OC)c1OC	1%	-2%	-7%
CCOC(=O)CN1NC2(CCCC(C)C2)NC1=S (stereo not given)	2%	10%	-7%
CC(=O)Nc1ccc(Nc2ncc([N+](=O)[O-])c(Nc3ccc(NC(C)=O)cc3)n2)cc1	-3%	3%	?
Cc1cc(C)n(CC(=O)NNC(=O)CC(C)c2ccccc2)n1 (stereo not given)	.	-1%	-12%
COc1ccc(-c2nnc(SCC(=O)NC(C)C)n2CC2CCCO2)cc1OC (stereo not given)	-15%	2%	3%
COCCn1c(=O)c(-c2ccccc2)nc2cnc(OCc3ccccc3)nc21	30%	.	?
CCCc1nc(SCC(=O)N2CCCC2)c2c(=O)n(C)c(=O)n(C)c2n1	0%	5%	0%
O=S(=O)(N1CCOCC1)n1c(Cc2ccccc2)nc2ccccc21	8%	6%	-26%
CC(C)[C@H](CO)N(Cc1cccc(F)c1)c1nc(Nc2cccc(Cl)c2)c2ncn(C(C)C)c2n1	29%	7%	?
COc1cc2[nH]c(=O)n(CCCC(=O)NCc3ccc(Cl)cc3)c(=O)c2cc1OC	.	3%	-24%
COc1ccc(Cl)cc1NC(=S)NCc1ccc(S(N)(=O)=O)cc1	-19%	5%	?
COc1cc(-n2c(C)nc3cc(C(=O)NCCN4CCOCC4)ccc32)cc(OC)c1OC	1%	2%	.
O=C(Nc1ncc(Cc2ccc(Cl)cc2Cl)s1)c1ccc([N+](=O)[O-])cc1	7%	-3%	18µM*
COc1ccc(NC(=O)/C(=C\c2ccccc2)NC(=O)c2ccco2)cc1	11%	4%[0.0935 µM]	14%
Cc1ccc(S(=O)(=O)N(C)C)cc1NC(=S)NC(=O)C12CC3CC(CC(C3)C1)C2	6%	5%	8.2µM*
CCCCCCOc1ccc(C2C(=O)N(C3CCCCC3)CC(=O)N2C2CCCCC2)cc1 (stereo not given)	.	8%	-2%
CCN(CC)CCn1c2c(c(SCC(=O)Nc3ccc(C)c(F)c3)nc1=O)CCCC2	-9%	6%	?

Sorted by count of non-hydrogen atoms (descending): some entries from above
SMILES	N370S GC	TDP1 inh	TDP1 cell noCPT
CC(C)N1CCC(=NNc2ccc([N+](=O)[O-])cc2S(=O)(=O)N2CCOCC2)CC1	-4%	2%	?
O=S(=O)(N1CCOCC1)n1c(Cc2ccccc2)nc2ccccc21	8%	6%	-26%
CCOC(=O)CN1NC2(CCCC(C)C2)NC1=S (stereo not given)	2%	10%	-7%

Of the compounds above, 4 contain a thiophene ring, fused or not:
SMILES	N370S GC	TDP1 inh	TDP1 cell noCPT
CCOC(=O)N1CCC(n2c(SCC(=O)OCc3ccccc3)nc3ccsc3c2=O)CC1	13%	1%	-22%
CC(C)OCCCNC(=O)c1cccs1	0%	-2%	3%
O=C(OCN1C(=O)c2ccccc2C1=O)c1cccs1	4%	2%	?
Cc1ccc(C)c(NC(=O)Cn2cc(C(=O)c3cccs3)c3ccccc32)c1	.	2%	21µM*

Looked up by structure from the entries so far:
SMILES	N370S GC	TDP1 inh	TDP1 cell noCPT
COc1cc(-n2c(C)nc3cc(C(=O)NCCN4CCOCC4)ccc32)cc(OC)c1OC	1%	2%	.
COc1ccc(Cl)cc1NC(=S)NCc1ccc(S(N)(=O)=O)cc1	-19%	5%	?
O=C(O)c1ccccc1NCc1ccncc1	10%	1%	11%
